GALK inh: inhibitors of human galactokinase; P51570; Purified GALK, Kinase-Glo residual ATP luminescence; Potency, µM (top dose mostly 57.5 µM), for inactives: at the top dose activity change, negative = inhibition, hits mostly inhibitors; 270,000 compounds, 0.007% hits; AID 1868; note: potency is the fitted concentration of half-maximal effect; % is set by controls: 0 for no effect and ±100 for the full control effect
Target sequence (P51570 whole entry, looked up): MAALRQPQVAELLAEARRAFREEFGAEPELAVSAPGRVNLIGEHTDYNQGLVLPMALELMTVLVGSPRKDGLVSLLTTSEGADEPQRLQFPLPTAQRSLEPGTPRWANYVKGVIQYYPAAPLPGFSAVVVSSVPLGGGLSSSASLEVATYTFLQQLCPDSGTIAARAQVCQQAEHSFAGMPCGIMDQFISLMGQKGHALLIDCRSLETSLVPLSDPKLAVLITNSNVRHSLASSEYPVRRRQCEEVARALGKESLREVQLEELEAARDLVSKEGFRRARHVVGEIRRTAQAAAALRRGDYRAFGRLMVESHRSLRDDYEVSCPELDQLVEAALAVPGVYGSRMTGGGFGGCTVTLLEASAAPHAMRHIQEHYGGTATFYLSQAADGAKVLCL
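ATP-depletion format; final 35 uM ATP, 100 uM D-galactose, 5 nM enzyme; pH 8.0 HEPES/Mg2+ buffer; 60 min RT; luminescence read 10 min after detection reagent.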
MBNL1 CUG block: inhibitors of human MBNL1 binding to CUG repeat RNA. TR-FRET MBNL1-His/biotin-(CUG)12 binding, 665/545 ratio. Potency, µM (top dose mostly 57.5 µM), for the others: top-dose activity change, negative = inhibition, actives largely listed as inhibitors. 280,000 compounds, 0.036% hits; active = well fitted inhibition curve with a large enough effect in the signal ratio, with a control signal flat, not every such curve was filed as active; inconclusive = small, poorly fitted or top-dose-only effect, or effect the other way, or a change in a side signal; inactive = no such curve, though single readings can be large or run the other way; the % refers to the signal ratio; note: potency is the fitted concentration of half-maximal effect; % is set by controls: 0 for no effect and ±100 for the full control effect
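TR-FRET between His-tagged MBNL1 and biotin-(CUG)12 RNA, detected with Tb anti-His antibody (0.055 ng/ul) and streptavidin-XL665 (5 nM), 60 min at room temperature. Compounds titrated 92 nM to 58 uM; 665/545 nm ratio normalized to buffer and complex controls.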
PKM2 act: increases activity of human pyruvate kinase M2 | 260,000 compounds, 0.34% hits | purified PKM2, Kinase-Glo ATP luminescence, activation; response scale: 0% is enzyme alone, no compound | Potency, µM (series often up to 57.5 µM), without a hit: at the top dose activation, hits mostly activators; note: potency is the fitted concentration of half-maximal effect; % is set by controls: 0 for no effect and ±100 for the full control effect; nearly all actives have a fitted effect of over 55% in size
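Purified hPK-M2 (>95% pure) converted ADP (0.1 mM final) to ATP with 0.5 mM PEP in 50 mM imidazole pH7.2, KCl, MgCl2, Tween 20, BSA; 1 h at room temperature. ATP detected by Kinase-Glo luminescence.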
TSHR antagonist: human thyrotropin receptor antagonism | TSHR-expressing cells, TSH-stimulated cAMP HTRF, 2 h; hits give low values | activity change, negative = inhibition, % at 11.5 µM | 330,000 compounds, 0.2% hits;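 active = activity change below a set negative limit, meaning inhibition stronger than a set level, cut at about -70% in these data; inconclusive = activity change between two set negative limits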; note: % is set by controls: 0 for no effect and ±100 for the full control effect
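Inhibition of cAMP made by TSHR-expressing cells under TSH stimulation (4nM final, EC80; 2 h, 37 deg C) is quantified with a one-step lysis HTRF kit, anti-cAMP cryptate versus cAMP-d2.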
Menin-MLL TR inh: displaces Texas Red mutant MLL peptide from human menin; O00255; Menin + Texas Red MLL mutant peptide, fluorescence polarization; Potency, µM (highest dose often 61.6 µM), inactives show at the top dose FP activity change, negative = inhibition, actives largely listed as inhibitors; 270,000 compounds, 0.23% hits; AID 1768; active = well fitted inhibition curve with a large enough effect in the polarisation, with a control signal flat, not every such curve was filed as active; inconclusive = small, poorly fitted or top-dose-only effect, or effect the other way, or a change in a side signal; inactive = no such curve, though single readings can be large or run the other way; the % refers to the polarisation; note: potency is the fitted concentration of half-maximal effect; % of control where 0% means no effect; many of its hits are not listed in these tables
USP2a block: inhibitors of human ubiquitin-specific protease USP2a; O75604; USP2 core, Ub-CHOP2 coupled fluorogenic reporter, 485/531; Potency, µM (series often up to 38.3 µM), inactives show at the highest dose activity change, negative = inhibition, actives largely listed as inhibitors; 330,000 compounds, 0.01% hits; AID 463254;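 note: potency is the fitted concentration of half-maximal effect; plate controls were DMSO wells for no effect and full inhibition by NEM control for full effect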
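Cell-free coupled assay: 10nM USP2 core preincubated 30min RT with compound in Tris-HCl pH 8.0/CaCl2/CHAPS buffer, then 25nM Ub-CHOP2 and 25nM reporter substrate; fluorescence (Ex 485/Em 531) read after 60min RT, normalized to NEM inhibition, concentration-response curves fitted.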
BCR signal inh: blocks chronic active B-cell receptor signaling. ABC-DLBCL IkBa-CBG/CBR reporter, luminescence ratio, 4 h. 340,000 compounds, 0.05% hits. Potency, µM (top dose mostly 46.1 µM), without a hit: at the highest dose ratio change, negative = lower green/red ratio, hits mostly inhibitors; active = well fitted inhibition curve with a large enough effect in the signal ratio, with a control signal flat, not every such curve was filed as active; inconclusive = small, poorly fitted or top-dose-only effect, or effect the other way, or a change in a side signal; the % refers to the signal ratio;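 note: potency is the fitted concentration of half-maximal effect; plate controls were basal doxycycline-induced cells for no effect and cells given 10 µM MG132 for full effect; MG132 reads +100%, hits lower the ratio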
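Compounds up to 46 uM were incubated four hours with TMD8 cells whose green CBG68 luciferase is fused to IkappaBalpha; red CBR luminescence normalised the signal, and concentration-effect curves were fitted to fusion, red and ratio data.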
Eya2 inh: Eya2 (human) phosphatase inhibition; 330,000 compounds, 0.006% hits; recombinant Eya2, OMFP fluorescence dephosphorylation (OMFP is methylfluorescein phosphate); AID 488837; Potency, µM (series often up to 76.9 µM), for the others: at the highest dose activity, negative = inhibition, usual class: inhibitors; note: potency is the fitted concentration of half-maximal effect; % is set by controls: 0 for no effect and ±100 for the full control effect
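Eya2 (0.2 uM) preincubated 10 min at ambient with compound, then OMFP substrate added at 50 uM; 10 min reaction in 50 mM HEPES pH 7.5, 50 mM NaCl, 5 uM MgCl2, 0.05% BSA, 1 mM DTT. Fluorescence read at Ex 485/Em 525 nm.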
Mito fusion act: inhibitors of mitochondrial division or activators of mitochondrial fusion; S. cerevisiae fusion-defective mutant growth rescue, CellTiterGlo 48 h; Potency, µM (highest dose often 46.1 µM), inactives show top-dose growth rescue (activation), hits mostly activators; AID 485298; 320,000 compounds, 0.23% hits;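 note: potency is the fitted concentration of half-maximal effect; % of control where 0% means no effect; nearly all actives have a fitted effect of over 45% in size; temperature-sensitive fusion mutants such as fzo1-1 at 37 °C on non-fermentable ethanol glycerol medium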
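Read-out: ATP-based luminescence (CellTiterGlo, 10 min ambient) reporting growth of fusion-defective ts yeast after 48 hours at 37C on glycerol/ethanol YPEG medium in the presence of compound.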
hERG WT inh: blocks the wildtype human KCNH2 potassium channel; 340,000 compounds, 0.37% hits; U2OS, BacMam KCNH2, thallium flux FluxOr; hits give low values; Q12809; activity change, % at 1.84 µM;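 active = maximum activity change below -70%; inconclusive = maximum activity change between -70% and -50%; inactive = maximum activity change above -50%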; note: % is set by controls: 0 for no effect and ±100 for the full control effect
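U2OS cells were transduced with wild-type KCNH2 virus (2.03 x 10^8 / mL) for 4 h at room temperature, then cultured overnight at 37 C. Thallium flux was read with FluxOr dye. Rate constants were normalized to DMSO controls.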
S-ASM inh: inhibitors of human secretory acid sphingomyelinase | Potency, µM (top dose mostly 57.5 µM), for inactives: at the top dose activity change, negative = inhibition, most hits filed as inhibitors | 340,000 compounds, 0.006% hits | placental ASM, HMU-PC fluorogenic substrate, 60 min | P17405; note: potency is the fitted concentration of half-maximal effect
Target sequence (P17405 47-631 limits assumed): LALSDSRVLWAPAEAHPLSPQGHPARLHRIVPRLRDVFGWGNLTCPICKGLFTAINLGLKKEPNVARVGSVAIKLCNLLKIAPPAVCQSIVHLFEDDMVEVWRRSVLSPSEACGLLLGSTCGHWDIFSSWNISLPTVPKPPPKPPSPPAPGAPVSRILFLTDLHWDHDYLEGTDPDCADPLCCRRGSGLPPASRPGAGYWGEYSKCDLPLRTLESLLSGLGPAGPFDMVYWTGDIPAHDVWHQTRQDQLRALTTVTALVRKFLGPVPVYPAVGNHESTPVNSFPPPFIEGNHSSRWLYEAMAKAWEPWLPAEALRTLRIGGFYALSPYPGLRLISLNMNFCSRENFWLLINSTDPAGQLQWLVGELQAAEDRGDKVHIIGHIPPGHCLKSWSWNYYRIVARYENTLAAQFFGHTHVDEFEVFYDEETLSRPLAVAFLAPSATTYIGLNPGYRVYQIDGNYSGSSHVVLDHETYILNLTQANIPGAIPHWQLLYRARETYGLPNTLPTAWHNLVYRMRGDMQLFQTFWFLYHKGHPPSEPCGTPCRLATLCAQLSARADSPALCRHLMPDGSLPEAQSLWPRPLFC
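Human placenta-derived ASM preincubated with compound 10 min at room temperature, then reacted with 9 uM (final) fluorogenic HMU-PC substrate for 60 min at 37 C. Stop solution raises pH to 10; fluorescence read at Ex 386/Em 447 nm.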
Numbers without * were called inactive; ? = inconclusive; · = not tested or not shown; [ ] = remark or other dose. Unless noted, calls come from the whole dose curve; as a rule, active = well fitted curve in the direction sought with a large enough effect; inconclusive = small, poorly fitted or top-dose-only effect, or another doubt; inactive = no such curve, though single readings can be large; an effect the other way counts as inactive or inconclusive.

SMILES	GALK inh	MBNL1 CUG block	PKM2 act	TSHR antagonist	Menin-MLL TR inh	USP2a block	BCR signal inh	Eya2 inh	Mito fusion act	hERG WT inh	S-ASM inh
COc1cc(CCC(=O)Nc2cccc(C(F)(F)F)c2)cc(OC)c1OC	-3%	-14%	-16%	-14	-1%	2%	2%	5%	-7%	3	4%
C=CCN1CC(O)=C(c2ccccc2)C1=N	-4%	-5%	-4%	21	-20%	-2%	-2%	-15%	6%	-1	3%
Cc1noc(COc2ccc(OCc3nc(C)no3)cc2)n1	7%	-8%	-3%	-5	-12%	4%	-5%	-13%	0%	-9	1%
O=C(O)c1cc(-c2cccs2)nc2cc3c(cc12)OCCO3	-1%	25%	-2%	-7	5%	-1%	?	8%	-5%	-3	·
NC(=O)c1ccc(NC(=O)COC(=O)/C=C/c2cccs2)cc1	15%	15%	1%	7	-5%	1%	4%	8%	-2%	0	-1%
O=C(/C=C/c1ccc([N+](=O)[O-])cc1)NCc1cccnc1	0%	?	11%	2	18%	-2%	-1%	3%	-3%	17	-1%
CCN(CC(=O)Nc1ccc2c(c1)OCCO2)c1nc(-c2cccnc2)nc2ccccc12	2%	2%	10%	2	-2%	-10%	-7%	-1%	2%	-6	-3%
CCC(C(=O)NCc1ccco1)N(C(=O)CNS(=O)(=O)c1ccc(C)cc1)c1ccccc1F (stereo unspecified)	1%	3%	·	0	-17%	1%	9%	-1%	-3%	2	5%
c1ccc(-c2cn3c(n2)CCc2ccc4cccnc4c2-3)cc1	-3%	23%	0%	-16	-1%	1%	-6%	-2%	-1%	-3	61%[activator]
Cc1ccc(-n2ncc3c(NCc4ccco4)ncnc32)c(C)c1	-1%	-1%	-2%	0	4%	0%	?	17%	11%	20	1%
O=c1c(-c2ccco2)[n+]([O-])c2ccccc2n1OCc1ccccc1F	-3%	?	-1%	-1	2%	4%	?	-10%	1%	-2	19%
CCOC(=O)CSC(CC)C(=O)Nc1nnc(CC)s1 (stereo unspecified)	1%	-3%	-5%	10	2%	-6%	-2%	18%	-4%	1	4%
COc1ccc(CN2CCN(c3ccccc3OC)CC2)c(OC)c1	2%	?	2%	5	-13%	2%	-1%	20%	1%	43	-1%
CCOc1ccc(Oc2c(/C=N/NC(C)=O)c(C)nn2-c2ccccc2)cc1	0%	-2%	-7%	12	-3%	-1%	-17%	1%	20%	5	-7%
COc1cc(NC(=O)c2ccco2)c(C(=O)O)cc1OC	-3%	-12%	-23%	-11	-17%	0%	10%	8%	-1%	-1	2%
CCCCN(CCCC)c1nc(-c2ccncc2)nc2ccccc12	1%	39%[activator]	0%	6	·	-1%	8%	-13%	11%	-2	0%
CN1CCN(C(=S)NC(=O)/C=C/c2cccs2)CC1	·	12%	8%	22	·	0%	?	6%	-5%	-4	5%
CN1CCN(S(=O)(=O)c2cccc(C(=O)Nc3ccccc3N3CCCC3)c2)CC1	1%	-4%	7%	-11	·	0%	2%	4%	0%	29	7%
COc1cccc(N(CC(=O)NCCSc2ccccn2)S(=O)(=O)c2ccccc2)c1	-2%	-5%	·	9	-9%	0%	3%	-5%	10%	6	-4%
O=C(O)CC1(CC(=O)Nc2ccccc2C(=O)c2ccccc2)CCCC1	0%	3%	-9%	4	-6%	-5%	2%	-7%	-3%	1	1%
Cc1cc(C)nc(NS(=O)(=O)c2ccc(NC(=S)NC(=O)CC(C)C)cc2)n1	1%	-12%	-1%	-10	1%	-1%	-8%	0%	-1%	-7	11%
O=C(CSc1ncnc2sc3c(c12)CCC3)N1CCOCC1	1%	-3%	5%	-5	10%	-1%	?	-2%	-6%	-20	20%
Cc1ccc(C2(C)NC(=O)N(CC(=O)NC(=O)NC(C)(C)C)C2=O)cc1 (stereo unspecified)	0%	-1%	-14%	5	-16%	3%	1%	-15%	-1%	5	3%
O=S(=O)(NOCc1ccc(Cl)cc1)c1ccc(Cl)cc1	3%	-3%	·	-3	27%	2%	1%	-3%	-6%	-1	-10%
CC1=C(C(=O)OC(C)(C)C)C(c2cccc3ccccc23)NC(=O)N1 (stereo unspecified)	·	-10%	·	15	?	0%	0%	6%	23%	10	-8%
CCCOc1ccc(S(=O)(=O)n2cc(Br)c(=O)[nH]c2=O)cc1	-3%	-2%	29%	-6	17%	0%	?	13%	3%	2	2%
Cc1ccc(NC(=O)c2oc3ccc(S(=O)(=O)N4CCOCC4)cc3c2C)cc1C	1%	-13%	6%	-6	17%	0%	17%	-8%	0%	3	3%
CCOC(=O)C1=C(CSc2nc3ccccc3s2)NC(=O)NC1c1cccc([N+](=O)[O-])c1 (stereo unspecified)	3%	-2%	-2%	-17	-17%	-1%	4%	-6%	-2%	-9	-1%
O=C(NCC(=O)N1CCCCCCC1)c1ccccc1Cl	·	·	·	-6	·	2%	?	-2%	-2%	-7	5%
COc1ccc(C=O)cc1COc1ccc(F)cc1F	0%	-14%	26%	3	?	0%	?	-7%	3%	-15	-3%
COc1cccc(CC(NC(C)=O)C(=O)NC2CCN(C(=O)c3ccc(Cl)cc3)CC2)c1 (stereo unspecified)	14%	-5%	1%	5	-3%	2%	1%	4%	-3%	-22	0%
Cc1nc2ccccc2nc1N1CCC(C)CC1	6%	6%	1%	·	1%	·	·	·	3%	8	2%
CCOc1cc2c(cc1OCC)CN(C(=O)c1cccc(S(=O)(=O)N3CCCC3)c1)CC2	·	·	·	-11	·	2%	0%	-4%	-3%	-12	-3%
Cc1cccc(-n2c(CCCN3C(=O)c4ccccc4C3=O)nc3ccccc3c2=O)n1	-4%	5%	1%	14	-15%	1%	?	-3%	-2%	-4	-3%
O=C(O)c1nn2c(C(F)(F)F)cc(-c3cccs3)nc2c1Cl	0%	·	-16%	-3	19%	3%	-2%	-3%	-3%	0	4%
Cc1ccc(S(=O)(=O)N2CCCC2C(=O)Nc2nc3c(s2)CCCC3)cc1 (stereo unspecified)	0%	-2%	0%	-10	-1%	-2%	-7%	-15%	15%	2	1%
Nc1[nH]ncc1-c1ccc(Cl)cc1	2%	·	-5%	3	0%	-1%	?	3%	-2%	-4	0%
COc1ccc(O)c(C(=O)c2cc(SCC(=O)O)c3nc4sc5c(c4c(=O)n3c2)CCCC5)c1	-14%	7%	-4%	-28	·	-10%	2%	14%	13%	10	?
O=C(c1ccco1)N1CCN(C(=O)c2ccccc2OCc2ccc(Cl)cc2)CC1	·	·	·	7	·	1%	-11%	31%	5%	18	-4%
Cc1ccc(NC(=O)NCCN2CCN(C(=O)Nc3ccc(C)cc3)CC2)cc1	11%	1%	·	10	8%	2%	0%	9%	-7%	-4	1%
CCN(Cc1ccccc1)C(=O)CSc1nc(C)cc2c1C(=O)OC2	1%	-7%	1%	2	-25%	2%	-8%	-18%	5%	-13	-1%
CC(C)CCN1CN(S(=O)(=O)c2cccs2)c2nc3ccccc3nc21	1%	16%	-1%	7	0%	-1%	?	-15%	3%	-4	5%
CCOC(=O)CSC(CC)C(=O)Nc1nnc(C(C)C)s1 (stereo unspecified)	0%	5%	12%	7	2%	-1%	7%	2%	0%	1	1%
CC(C)[C@H](NC(=O)c1cccc(S(=O)(=O)N2CCOCC2)c1)C(=O)Nc1nccs1	-1%	-3%	-12%	-4	-8%	1%	2%	-2%	3%	-5	-2%
c1ccc(-c2nnc(-c3ccccn3)nc2NC2CCCCC2)cc1	0%	6%	-10%	-1	0%	2%	?	-7%	23%	6	0%
COc1ccccc1/C=N/n1c(N)c(S(=O)(=O)c2cccs2)c2nc3ccccc3nc21	1%	3%	-2%	1	·	0%	?	5%	1%	-2	-4%

Not all compounds are listed. The share of hits here may be higher or lower than overall.
